# Source: PubChem (several laboratories)
# RPL19A TOR yeast: RPL19A-GFP expression modulators in yeast, primary screen, cell-based, S. cerevisiae, multiplex flow cytometry, MLPCN. S. cerevisiae RPL19A-GFP strain, 3 h; active compounds read low. percent response vs DMSO, % at 10 µM. 330,000 compounds, 0.3% hits;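 active means percent response vs DMSO below 50%; inconclusive means fewer than 70 events counted for the yeast strain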;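 further: median channel GFP fluorescence of the barcoded RPL19A-GFP strain; ratio of sample median GFP to plate DMSO average so 100% = DMSO; lower means less RPL19A-GFP as with rapamycin TOR inhibition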
# procasp3 activ: activators of human procaspase-3 D3A mutant, primary screen, biochemical, absorbance, PC-3 D3A mutant, single concentration | Caspase-3 (Homo sapiens), P42574 | recombinant procaspase-3 D3A, Ac-DEVD-pNA absorbance 405 nm | activation, % at 8.5 µM | 330,000 compounds, 0.11% hits | AID 463141, 2010;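 active means activation above the mean of all tested compounds plus 3 SD, cut at about 21% in these data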;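 further: 0% = DMSO alone and 100% = DMSO wells spiked with extra 5 µM PC-3 D3A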
# Target sequence (P42574 whole entry D9A/D28A/D175A): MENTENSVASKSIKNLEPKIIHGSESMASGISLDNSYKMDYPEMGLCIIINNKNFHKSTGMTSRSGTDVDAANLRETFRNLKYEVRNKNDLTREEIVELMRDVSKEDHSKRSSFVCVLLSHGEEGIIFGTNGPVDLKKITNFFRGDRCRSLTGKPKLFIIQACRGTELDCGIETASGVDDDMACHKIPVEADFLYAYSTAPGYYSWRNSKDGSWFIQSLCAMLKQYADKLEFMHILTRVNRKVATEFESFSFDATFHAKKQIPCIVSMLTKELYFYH
#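 Assay system – Procaspase-3 D3A mutant · Benchmarks – DMSO low control, extra-enzyme high control · Technique – 405 nm absorbance of p-nitroaniline, reads at 0 and 120 min · Doses – 8.5 µM nominal · Measure – % activation between DMSO and enzyme-spiked controls · Also added – Ac-DEVD-pNA chromogenic peptide substrate · Schedule – 1 h compound preincubation, 2 h substrate hydrolysis at 25 °C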
# MEP2-GFP yeast: modulators of MEP2-GFP levels in yeast, primary screen, S. cerevisiae, multiplex flow cytometry, MLPCN library; S. cerevisiae MEP2-GFP strain, 3 h; 100% = DMSO control level; GFP response vs DMSO, % at 10 µM; 330,000 compounds, 0.51% hits;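 active means GFP response versus DMSO above a set limit, roughly screen mean plus 3 SD, cut at about 180% in these data; inconclusive means fewer than 70 cells counted for a yeast strain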;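 further: median GFP fluorescence of the barcode-gated MEP2-GFP cells per well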
# LAP4 TOR yeast: modulators of LAP4-GFP expression in yeast, primary screen, S. cerevisiae, multiplex flow cytometry, MLPCN library; GFP response vs DMSO, % at 10 µM; AID 2023, 2009; 3 h; median GFP as percent of DMSO wells; 320,000 compounds, 0.34% hits;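 active means GFP response vs DMSO above a set limit, about the screen mean plus 3 SD, cut at about 150% in these data; inconclusive means under 70 cell events counted for the yeast strain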
# GASC-1 inh: inhibitors of GASC-1 histone demethylase, primary screen, biochemical, fluorescence, DELFIA europium; Lysine-specific demethylase 4C (Homo sapiens), Q9H3R0; GST-JMJD2C(1-420) H3K9me3 demethylation; inhibition, % at 2.35 µM; 330,000 compounds, 0.069% hits; AID 2099, 2009;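 active means more than half of a compound's replicate wells show inhibition beyond 50%, single wells judged on their own value; inconclusive means some, but no more than half, of replicates pass 50% inhibition; inactive means no replicate passes 50% inhibition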;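 further: signal counts dimethyl H3K9 product captured on neutravidin plate; 0% = median of DMSO wells and 100% = 0.3 times that DMSO median; strong numbers were not always called active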
# Target sequence (Q9H3R0 1-420 limits assumed): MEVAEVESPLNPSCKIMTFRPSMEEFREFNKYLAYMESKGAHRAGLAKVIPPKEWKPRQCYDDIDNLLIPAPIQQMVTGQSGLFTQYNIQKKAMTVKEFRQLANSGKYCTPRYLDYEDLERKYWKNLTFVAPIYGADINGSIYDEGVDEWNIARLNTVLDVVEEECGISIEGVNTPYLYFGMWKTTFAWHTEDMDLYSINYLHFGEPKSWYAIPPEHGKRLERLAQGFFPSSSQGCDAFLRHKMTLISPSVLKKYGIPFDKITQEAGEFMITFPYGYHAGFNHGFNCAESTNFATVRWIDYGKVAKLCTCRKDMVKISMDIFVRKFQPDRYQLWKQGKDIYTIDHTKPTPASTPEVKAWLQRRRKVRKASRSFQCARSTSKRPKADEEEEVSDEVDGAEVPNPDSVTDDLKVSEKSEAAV
# AHR activator: AHR activators, primary screen, cell-based, luminescence, luciferase reporter, human; activation, % at 5 µM; 320,000 compounds, 2.5% hits; AHR-responsive luciferase reporter cells; Aryl hydrocarbon receptor (Homo sapiens), P35869; in the data active means activation above about 47%;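 further: 0% = vehicle wells and 100% = reference agonist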
# proCasp7 act: procaspase-7 activators, primary screen, counter-screen for procaspase-3 activator project, biochemical, absorbance, HTS, human. Caspase-7 (Homo sapiens), P55210. recombinant procaspase-7, Ac-DEVD-pNA absorbance 405 nm; D23A/D198A/D206A triple mutant, cannot self-cleave; scale: DMSO 0, 5 µM enzyme 100. activation, % at 8.5 µM. 330,000 compounds, 0.093% hits. AID 463210, 2010;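 active means percent activation above the screen-wide mean plus 3 SD, cut at about 25% in these data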
# Target sequence (P55210 whole entry D23A/D198A/D206A): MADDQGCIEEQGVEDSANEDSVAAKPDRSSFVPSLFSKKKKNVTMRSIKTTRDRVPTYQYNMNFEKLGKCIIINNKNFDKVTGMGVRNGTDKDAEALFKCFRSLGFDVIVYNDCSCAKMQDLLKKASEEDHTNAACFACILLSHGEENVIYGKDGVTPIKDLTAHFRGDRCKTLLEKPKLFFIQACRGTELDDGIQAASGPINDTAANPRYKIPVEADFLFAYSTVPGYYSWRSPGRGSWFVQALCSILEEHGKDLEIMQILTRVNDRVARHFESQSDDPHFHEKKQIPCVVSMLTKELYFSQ
#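 Replicates: singlicate. Assay system: Procaspase-7 triple mutant (PC-7 D3A). Signal: 405 nm absorbance of p-nitroaniline. Times: 1 h preincubation, 2 h reaction. Buffer or medium: Zinc-free HEPES pH 7.4 with 300 mM NaCl, 0.01% Triton X-100. Also added: DEVD-pNA substrate. Benchmarks: DMSO wells as 0%, DMSO with 5 µM added PC-7 as 100%.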
# Yeast superoxide: reduction of superoxide in aged yeast, primary screen, HTS; S. cerevisiae aged cells, superoxide DHE fluorescence; active compounds read low; superoxide response (% of plate mean), % at 10 µM; 330,000 compounds, 0.18% hits; AID 2690, 2010;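 active means superoxide response under a set limit, about three screen SD below normal, cut at about 65% in these data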;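 further: yeast aged for seven days with compound at 30 °C before DHE staining; 100% = average MFI of all compound-treated wells on the plate with controls excluded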
# The depositor's hits bear a star; u = inconclusive; x = not tested or not shown; [ ] = another dose, or the depositor's remark.
# Every second line gives: RPL19A TOR yeast	procasp3 activ	MEP2-GFP yeast	LAP4 TOR yeast	GASC-1 inh	AHR activator	proCasp7 act	Yeast superoxide
- COc1cc2c(cc1OC)CN(Cc1cc(OC)c(O)c(OC)c1)CC2
→ 100	-9	97	103	-24	2	-2	87
- Cc1ccc(C(=O)NC(=S)Nc2ccccc2N2CCOCC2)cc1C
→ 105	3	91	83	4	9	10	102
- COCC(=O)N1CCN(c2cccc(Cl)c2)CC1
→ 94	-4	u	89	-1	-1	6	96
- Cc1cccc(N(CC(=O)NCCc2ccccc2)C(=O)c2csnn2)c1
→ 106	0	102	98	-6	2	2	100
- Cc1cc(C)nc(SCc2ccc(C(=O)N/N=C/C3CCCCC3)cc2)n1
→ 100	12	101	108	17	9	5	118
- CCNC(=O)/C(C#N)=C/c1c(N2CCOCC2)nc2ccccn2c1=O
→ 100	-7	99	93	0	1	-3	123
- COc1ccccc1S(=O)Cc1ccc(C(=O)NCc2ccccc2Cl)o1 (stereo unspecified)
→ 98	0	111	107	0	6	-2	110
- O=C(NC1CC2CCCC(C1)N2C(=O)Nc1ccccc1)c1ccncc1 (stereo unspecified)
→ 92	-1	98	95	-2	20	-6	102
- CCCn1nnnc1NCc1ccccc1C
→ 101	-6	103	99	-2	-2	18	90
- CCN(CC)C(=O)c1ccc(O)c(OC)c1
→ 105	5	102	136	-3	-2	-7	109
- CCC(N1CCOC1=O)S(=O)(=O)c1ccc(C)cc1 (stereo unspecified)
→ 91	1	91	87	87	0	0	97
- Brc1ccc(-c2nnc3n2C2(CCCC2)Cc2ccccc2-3)o1
→ 100	6	100	99	-5	12	12	84
- CCOC(=O)C1CCN(C(=O)CCc2nnc3ccc(NCc4ccco4)nn23)CC1
→ 96	-6	102	108	-4	1	-16	111
- CC1CC(CCC(=O)NC(=S)Nc2ccc(Cl)cn2)C(=O)O1 (stereo unspecified)
→ 114	8	116	108	1	2	4	110
- O=C(NCc1ccc2c(c1)OCO2)c1ccc2c(c1)N(Cc1c(F)cccc1Cl)C(=O)CS2
→ 101	-6	103	97	0	0	2	98
- CC(C)N1CC(C(=O)Nc2ccccc2)CC1=O (stereo unspecified)
→ 86	0	86	76	2	-1	5	99
- C=CCn1c(=O)[nH]c2cc(C(=O)N3CCN(c4cc(C)ccc4C)CC3)ccc2c1=O
→ 103	-2	105	111	23	3	12	104
- CCS(=O)(=O)Nc1ccc(C2=NN(C(=O)c3ccco3)C(c3cccc(F)c3)C2)cc1 (stereo unspecified)
→ 105	1	101	100	5	1	-16	87
- COc1cccc(CNC(=O)c2cccnc2Sc2ccccc2)c1
→ 105	x	100	87	-16	x	x	96
- Cc1cccc(NC(=O)CN(C2=NC3CS(=O)(=O)CC3S2)c2ccccc2F)c1 (stereo unspecified)
→ 102	3	97	112	8	7	-4	113
- CCOC(=O)C1CCN(C(c2cc(OC)c(OC)c(OC)c2)c2sc3nc(C)nn3c2O)CC1 (stereo unspecified)
→ 103	10	99	97	9	3	1	102
- CC1(C)CC(=O)C2=C(C1)c1c(ccc3ncccc13)NC2c1cccs1 (stereo unspecified)
→ 95	-2	95	89	-6	5	-8	92
- O=C(NCCO)C1(c2ccccc2)CCCC1
→ 108	3	103	106	5	-1	15	104
- COc1ccccc1[C@@H]1C(c2cccc(Cl)c2)=NN(c2ccccc2)[C@H]1C(=O)N1CCOC1=O
→ 84[may fluoresce violet]	7	153[may fluoresce violet]	91[may fluoresce violet]	-7	1	2	106
- O=c1c2c3c(sc2nc2n1CCC2)CCC3
→ 95	-2	98	101	5	0	5	99
- COc1cc(C(=O)N(Cc2ccccc2)c2cccc(C)c2)ccc1OC(F)F
→ 104	6	97	97	-6	-2	4	110
- Cc1ccc(S(=O)(=O)/N=C2/NC(=O)/C(=C\c3ccco3)S2)cc1
→ 94	-1	89	86	-3	-1	2	110
- O=C(CCC1CCCC1)NCCCNC(=O)CCC1CCCC1
→ 102	1	105	105	10	0	13	102
- CCOC(=O)C1CCN(c2ncnc3c2cnn3-c2ccc(Cl)cc2)CC1
→ 103	0	99	117	23	-12	12	112
- O=C(Cn1c(=O)n(Cc2ccco2)c(=O)c2c3c(sc21)CCCCC3)c1ccccc1
→ x	-13	102	111	-3	3	-39	98
- Cc1ccc2cc(CCNC(=O)c3ccc(C)c([N+](=O)[O-])c3)c(=O)[nH]c2c1
→ 102	7	111	98	2	2	3	109
- O=C(O)COc1ccc(Nc2ccccc2)cc1
→ 101	-3	100	103	6	1	6	93
- CCOc1ccc(NC(=O)CCc2c(C)nn(-c3ccc(N4CCCCC4)nn3)c2C)cc1
→ 98	2	101	99	3	5	1	70
- COCCn1nnnc1C(c1cc2ccc(OC)cc2[nH]c1=O)N1CCN(C2CCCCC2)CC1 (stereo unspecified)
→ 104	-9	101	101	-5	3	-7	80
- CCn1c(SCC(=O)N2CCCc3ccccc32)nc2cccnc21
→ 105	2	111	99	-1	11	7	93
- O=C(NCc1ccccn1)C(=O)NCC1OCCN1S(=O)(=O)c1ccc(Br)cc1 (stereo unspecified)
→ 100	6	95	98	1	-2	3	102
- Cn1nc(C(F)(F)F)c(/C=N/OC(=O)c2ccccc2Cl)c1SCc1ccc(Cl)cc1
→ 103	-1	103	102	-1	-8	4	95
- COc1ccc(S(=O)(=O)NCCC(=O)N2CCCN(C)CC2)cc1
→ 92	0	94	95	0	-1	2	80
- CCC(=O)N1CCc2cc(S(=O)(=O)NCCN3CCC(C)CC3)ccc21
→ 88	-8	98	88	-35	-2	2	87
- FC(F)(F)c1ccnc(N2CCN(Cc3cnc(-c4ccccc4)[nH]3)CC2)c1
→ 100	-3	97	104	12	3	3	96

# Only RPL19A TOR yeast, for some of the entries so far:
SMILES	RPL19A TOR yeast
COc1ccc(S(=O)(=O)NCCC(=O)N2CCCN(C)CC2)cc1	92
CCC(=O)N1CCc2cc(S(=O)(=O)NCCN3CCC(C)CC3)ccc21	88

# Next part
# Every second line gives: RPL19A TOR yeast	procasp3 activ	MEP2-GFP yeast	LAP4 TOR yeast	GASC-1 inh	AHR activator	proCasp7 act	Yeast superoxide
- CCOc1ccccc1C(=O)OCC(=O)Nc1ccc(N2CCCCC2)cc1
→ 99	2	103	101	17	9	-8	111
- CN(Cc1ccccc1)C(=O)c1ccc(COc2ccccc2)cc1
→ 102	-7	104	97	13	2	7	101
- Cc1ccc(C)c(OCC(=O)NCC(c2ccco2)N2CCCCC2)c1 (stereo unspecified)
→ 98	10	96	97	0	3	-5	112
- CCCCCCSc1ccc(-c2nc3cc(C)ccn3c2NC2CCCCC2)cc1
→ 92	-9	97	97	-18	-1	-20	82
- N#CCCN(Cc1cccnc1)C(=O)Nc1ccccc1
→ 102	4	102	103	3	0	-1	85
- CCN1C(=O)CC(N2CCC(Nc3ccc(F)cc3)CC2)C1=O (stereo unspecified)
→ 101	-1	101	100	4	2	-1	105
- CCOc1ccc(C(C(=O)NCCOC)N(CCOC)C(=O)CCC(=O)Nc2ccccn2)cc1 (stereo unspecified)
→ 67[may fluoresce violet]	-9	296*[may fluoresce violet]	82[may fluoresce violet]	15	3	3	126
- CCc1nnc(NC(=O)CSc2nc3ccccc3o2)s1
→ 97	7	103	111	12	0	2	93
- O=C(CSc1nc2ccccc2c(=O)n1Cc1ccco1)NCc1ccco1
→ 105	-8	107	103	7	-1	2	103
- CCOC(=O)C1C(c2ccccc2)NC(=S)NC1(C)O (stereo unspecified)
→ 99	-2	102	105	-16	-1	0	98
- Cc1c([N+](=O)[O-])c(C(=O)Nc2ccc3c(c2)OCCO3)nn1C
→ 98	-1	103	106	-5	24	-3	95
- COc1ccccc1CN(C(=O)CNC(=O)c1ccco1)C(C(=O)NCC1CCCO1)c1ccccc1 (stereo unspecified)
→ 100	-1	106	100	-12	-2	7	91
- O=C(Oc1ccc(Br)cc1C(=O)/C=C/c1ccccc1F)c1ccco1
→ 98	-2	103	111	2	56*	0	99
- C/C(=N\NC(=O)c1ccccc1NC(=O)c1ccc(Cl)cc1)c1ccncc1
→ 99	3	103	90	-1	21	-1	85
- O=S(=O)(N(Cc1ccccc1)[C@H](CO)Cc1ccccc1)N(Cc1ccccc1)[C@H](CO)Cc1ccccc1
→ 96	6	99	114	x	-2	-2	103
- O=C(NCc1ccccc1Cl)C1CCC(CNc2nc(=S)[nH]c3ccccc23)CC1 (stereo unspecified)
→ 101	10	102	97	-4	3	2	93
- CCC(=O)N1CCN(c2ccc(NC(=O)COc3cccc(C)c3C)cc2)CC1
→ 102	-5	104	101	-10	-3	4	109
- Cc1ccsc1/C=N/n1c(=S)[nH]nc(C)c1=O
→ 101	-4	159	115	-1	16	2	91
- O=C(c1c(F)cccc1Cl)N1CCN(S(=O)(=O)c2ccc3c(c2)OCCCO3)CC1
→ 107	-3	106	87	38	-1	10	126
- CCOC(=O)CNC(=O)COc1coc(CN2CCN(Cc3ccccc3)CC2)cc1=O
→ 100	-2	93	96	4	-2	5	106
- Cc1cc(OCC(=O)OCC(=O)NC2CCCCCC2)ccc1Cl
→ 92	4	97	86	11	1	5	115
- CCC1CCCCN1C(=S)NC(=O)c1cc(Br)ccc1Cl (stereo unspecified)
→ 104	6	108	108	2	2	5	136
- COc1cc(OC)cc(-n2c3nc4ccccc4nc3c3c(=O)n(CC4CCCO4)cnc32)c1 (stereo unspecified)
→ 102	-3	103	95	-9	4	-1	121
- Cc1ccc(C(=O)Nc2c3c(nn2C(C)(C)C)CS(=O)(=O)C3)cc1[N+](=O)[O-]
→ 96	2	102	96	-1	3	1	87
- Brc1ccc(-c2csc3ncnc(-n4nnc5ccccc54)c23)cc1
→ 95	2	61	80	-7	5	3	113
- Cc1ccc(S(=O)(=O)N(C)C)cc1NC(=O)COC(=O)/C=C/c1cccs1
→ 104	9	104	102	4	1	0	98
- CCCNC(=O)c1ccc(C2SCC(=O)N2CCc2ccccc2)cc1 (stereo unspecified)
→ 104	4	106	95	-1	0	3	100
- COc1cccc(OCC(O)CNC(=O)c2oc3ccc(C)cc3c2C)c1 (stereo unspecified)
→ 98	1	98	90	8	28	6	105
- CCn1cc(SCC(=O)N2CCOCC2)c2ccccc21
→ 93	4	104	121	6	4	-15	86
- Cc1cc(C)cc(OC(=O)CCN2C(=O)c3ccccc3C2=O)c1
→ 103	5	107	108	3	7	7	122
- CCOc1ccc(-c2c(C(=O)N/N=C/c3cccc(Br)c3)nnn2-c2nonc2N)cc1
→ 100	-2	104	93	1	1	0	103
- O=C(NCc1ccc(F)cc1)c1ccncc1
→ 93	5	93	83	6	4	-7	95
